Compound activity (PubChem BioAssay)
RPL19A-GFP yeast: yeast TOR pathway RPL19A-GFP modulation. S. cerevisiae RPL19A-GFP strain, flow cytometry, 3 h; hits give low values. actives 0.3% (n = 330,000). percent response vs DMSO, % at 10 µM;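 active = percent response vs DMSO below 50%; inconclusive = fewer than 70 events counted for the yeast strain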;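 also: median channel GFP fluorescence of the barcoded RPL19A-GFP strain; ratio of sample median GFP to plate DMSO average so 100% = DMSO; lower means less RPL19A-GFP as with rapamycin TOR inhibition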
CIT2 TOR yeast: modulators of TOR pathway CIT2-GFP in S. cerevisiae; GFP response vs DMSO, % at 10 µM; actives 0.065% (n = 320,000); S. cerevisiae CIT2-GFP strain, flow cytometry, 3 h; 100 means same as DMSO wells;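 active = GFP response relative to DMSO above a set limit, near the screen mean plus 3 SD, cut at about 150% in these data; inconclusive = Fewer than 70 cells measured for a yeast strain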;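 also: ratio of well median GFP fluorescence to mean of DMSO wells on the plate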
AGP1 TOR yeast: modulators of TOR pathway AGP1-GFP in S. cerevisiae; GFP response vs DMSO, % at 10 µM; S. cerevisiae AGP1-GFP multiplex flow cytometry, 3 h; GFP as percent of DMSO wells; actives 0.02% (n = 320,000); AID 2066;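 active = GFP response relative to DMSO above a set limit, near screen average plus 3 SD, cut at about 150% in these data; inconclusive = fewer than 70 cells counted for the yeast strain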;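 also: median GFP channel fluorescence of the gated AGP1 strain per well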
MEP2-GFP yeast: yeast TOR pathway MEP2-GFP modulation; S. cerevisiae MEP2-GFP strain, flow cytometry GFP, 3 h; 100% = DMSO control level; actives 0.51% (n = 330,000); GFP response vs DMSO, % at 10 µM;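 active = GFP response versus DMSO above a set limit, roughly screen mean plus 3 SD, cut at about 180% in these data; inconclusive = fewer than 70 cells counted for a yeast strain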;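 also: median GFP fluorescence of the barcode-gated MEP2-GFP cells per well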
AHR act: activates the human aryl hydrocarbon receptor. P35869. AHR-responsive luciferase reporter cells, luminescence. activation, % at 5 µM. actives 2.5% (n = 320,000). AID 2796; in the data active = activation above about 47%;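 also: 0% = vehicle wells and 100% = reference agonist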
Target sequence (P35869 whole entry, looked up): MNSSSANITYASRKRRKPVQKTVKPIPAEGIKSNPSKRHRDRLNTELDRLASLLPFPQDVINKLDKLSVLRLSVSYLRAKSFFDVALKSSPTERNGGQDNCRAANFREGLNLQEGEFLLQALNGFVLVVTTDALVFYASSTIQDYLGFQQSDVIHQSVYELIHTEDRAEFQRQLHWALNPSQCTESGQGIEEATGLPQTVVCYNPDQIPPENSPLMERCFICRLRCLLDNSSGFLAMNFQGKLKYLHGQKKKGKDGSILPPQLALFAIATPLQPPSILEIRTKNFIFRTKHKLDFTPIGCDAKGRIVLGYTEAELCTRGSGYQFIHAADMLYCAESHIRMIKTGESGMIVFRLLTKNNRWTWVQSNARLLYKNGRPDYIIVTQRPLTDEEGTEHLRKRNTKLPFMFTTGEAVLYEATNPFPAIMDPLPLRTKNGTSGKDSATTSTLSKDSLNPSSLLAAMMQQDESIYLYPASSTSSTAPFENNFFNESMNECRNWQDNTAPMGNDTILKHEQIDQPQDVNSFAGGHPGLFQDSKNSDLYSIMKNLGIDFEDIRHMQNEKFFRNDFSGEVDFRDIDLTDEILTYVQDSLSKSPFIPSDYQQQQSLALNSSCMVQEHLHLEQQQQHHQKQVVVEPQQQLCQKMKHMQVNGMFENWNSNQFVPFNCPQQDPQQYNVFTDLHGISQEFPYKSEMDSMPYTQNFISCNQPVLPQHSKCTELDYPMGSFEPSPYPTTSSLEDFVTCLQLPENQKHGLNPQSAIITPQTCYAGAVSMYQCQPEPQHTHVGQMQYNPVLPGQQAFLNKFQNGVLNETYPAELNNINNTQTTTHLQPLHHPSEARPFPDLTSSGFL
procasp7 counter: counter-screen: procaspase-7 (human) activation; P55210; recombinant procaspase-7, Ac-DEVD-pNA absorbance 405 nm; D23A/D198A/D206A triple mutant, cannot self-cleave; scale: DMSO 0, 5 µM enzyme 100; activation, % at 8.5 µM; actives 0.093% (n = 330,000); AID 463210;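 active = percent activation above the screen-wide mean plus 3 SD, cut at about 25% in these data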
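Assay system: Uncleavable procaspase-7 mutant enzyme; Input: 2 µM procaspase-7 mutant as dispensed; Also added: DEVD-pNA substrate; Medium: Zinc-free HEPES pH 7.4 with 300 mM NaCl, 0.01% Triton X-100; Timing: 1 h compound preincubation, 2 h substrate cleavage, 25 °C; Measured by: Epi-absorbance of released pNA at 405 nm, two timepoints.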
LAP4-GFP MLPCN: modulators of TOR pathway LAP4-GFP in S. cerevisiae. S. cerevisiae LAP4-GFP multiplex, flow cytometry GFP, 3 h; median GFP as percent of DMSO wells. AID 2023. GFP response vs DMSO, % at 10 µM. actives 0.34% (n = 320,000);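 active = GFP response vs DMSO above a set limit, about the screen mean plus 3 SD, cut at about 150% in these data; inconclusive = under 70 cell events counted for the yeast strain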
proCasp3 act: procaspase-3 (human) activation; activation, % at 8.5 µM; actives 0.11% (n = 330,000); P42574; recombinant procaspase-3 D3A, Ac-DEVD-pNA absorbance 405 nm;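 active = activation above the mean of all tested compounds plus 3 SD, cut at about 21% in these data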;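 also: 0% = DMSO alone and 100% = DMSO wells spiked with extra 5 µM PC-3 D3A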
Target sequence (P42574 whole entry D9A/D28A/D175A): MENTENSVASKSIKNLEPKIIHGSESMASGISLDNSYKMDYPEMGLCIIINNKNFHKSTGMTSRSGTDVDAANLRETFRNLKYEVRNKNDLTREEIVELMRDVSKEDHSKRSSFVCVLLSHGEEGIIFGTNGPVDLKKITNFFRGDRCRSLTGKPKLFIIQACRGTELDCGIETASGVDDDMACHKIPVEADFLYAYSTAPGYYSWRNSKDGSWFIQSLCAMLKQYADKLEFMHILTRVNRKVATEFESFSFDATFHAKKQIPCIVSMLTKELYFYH
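Assay system – Procaspase-3 D3A mutant · Benchmarks – DMSO low control, extra-enzyme high control · Technique – 405 nm absorbance of p-nitroaniline, reads at 0 and 120 min · Doses – 8.5 µM nominal · Measure – % activation between DMSO and enzyme-spiked controls · Also added – Ac-DEVD-pNA chromogenic peptide substrate · Schedule – 1 h compound preincubation, 2 h substrate hydrolysis at 25 °C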
* marks the source's active call; other numbers are inactive results; u = inconclusive; x = not tested or not shown; [ ] = remark or other dose.

SMILES	RPL19A-GFP yeast	CIT2 TOR yeast	AGP1 TOR yeast	MEP2-GFP yeast	AHR act	procasp7 counter	LAP4-GFP MLPCN	proCasp3 act
Cc1ccc(-c2ccc(/C=N/n3cnnc3)o2)cc1	89[may fluoresce violet]	u	11[may fluoresce violet]	152[may fluoresce violet]	3	-5	93[may fluoresce violet]	-4
COc1ccc(CCC(C)NC(=O)Cc2ccc(OC)c(OC)c2)c(OC)c1 (configuration not stated)	100	94	99	99	4	-5	96	-9
N#Cc1ccc(C(=O)Nc2cccc(NC(=O)c3ccco3)c2)c(F)c1	102	92	100	97	0	-2	93	-9
O=C(C[C@H]1C/C=C\C[C@@H](Cc2ccc(F)cc2)C(=O)OC[C@H]2CCCN2C1=O)N[C@H](CO)Cc1ccccc1	98	91	95	98	0	-1	94	-7
COCCNC(=O)Nc1ccc2c(c1)N(C)C(=O)CS2	98	100	104	102	13	7	94	4
Cc1c(C)n(CC(O)CNc2ccccc2)c2ccccc12 (configuration not stated)	95	97	95	96	3	-5	106	5
CCCC(=O)NNC(=O)Nc1ccccc1	98	99	96	103	1	5	101	-5
CC1CCN(C(=O)c2ccc(S(=O)(=O)NCc3ccco3)cc2)CC1	94	95	96	97	0	-5	99	-2
COc1ccc(C(CNC(=O)c2ccc(S(=O)(=O)Nc3ccccc3C)cc2)N2CCOCC2)cc1 (configuration not stated)	95	95	102	95	1	10	102	8
CCN(CC)CCN(C)c1ccc(N2C(=O)C3CC=CCC3C2=O)cc1[N+](=O)[O-] (configuration not stated)	100	95	100	101	7	7	93	4
COc1ccc(NC(=O)CSc2nc3ccccc3c(=O)n2CCCN2CCOCC2)c(OC)c1	107	100	104	110	-5	-1	91	0
Cc1ccccc1S(=O)(=O)Cc1ccc(C(=O)O)o1	90	94	92	91	0	1	87	3
Cc1nnc(SCC(=O)Nc2nccs2)s1	104	101	106	105	2	1	106	-4
CCCC(=O)Nc1c(-c2ccc(C)cc2)c(=O)c2ccccc2n1C	102	102	100	100	x	x	89	x
CN(C)CCCN(C(=O)c1ccc([N+](=O)[O-])s1)c1nc2cc3c(cc2s1)OCCO3	95[may fluoresce violet]	u	46[may fluoresce violet]	101[may fluoresce violet]	-7	-1	125[may fluoresce violet]	1
CCOC(=O)C1CCCN(C(=O)c2ccc(OCC)cc2)C1 (configuration not stated)	98	101	99	99	-2	-2	89	2
CCc1cc(-c2[nH]ncc2-c2ccc3c(c2)OCO3)c(O)cc1O	98	99	95	103	8	5	104	-10
COc1cc2[nH]c(=S)n(CCCN3CCOCC3)c(=O)c2cc1OC	95	102	102	100	0	0	98	-4
Cc1ccc(C)c(NNC(=O)C(=O)NNc2cc(C)ccc2C)c1	99	94	93	98	5	7	98	-8
N#C/C(=C/c1cccc(C(F)(F)F)c1)c1nc(CCN2C(=O)c3ccccc3C2=O)cs1	104	99	97	106	1	4	147	2
O=C1C(=O)N(CCS(=O)(=O)c2ccccc2)c2ccc(F)cc21	103	109	110	103	-2	-18	95	4
CC(N)(C(=O)O)c1cccc(OCc2cccc(Cl)c2)c1 (configuration not stated)	97	91	97	93	0	-2	108	4
CN(C)c1ccnc2sc(C(N)=O)c(N)c12	109	114	110	111	40	-18	116	0
C=CCn1c(SCC(=O)NCCc2ccccc2)nnc1C1CC1	104	114	112	103	18	-4	102	-2
O=C(O)c1cccc(CN2C(=O)CSC2=O)c1	101	94	92	99	0	0	94	-1
CCC1C=C(c2ccccc2)C=CN=C1N(CC)CC (configuration not stated)	112	104	107	109	2	-1	97	0
CN1CCN(C(=O)c2cc3c(ccc4ccccc43)oc2=O)CC1	104	98	103	103	-3	-10	107	-22
CC(C)Oc1ccc(C(=O)Nc2ccc(NC(=O)c3ccco3)c(Cl)c2)cc1	99	97	98	105	-3	-4	103	-7
Cc1nc(SCC(=O)NNC(=O)c2ccc(F)cc2)c2ccccc2n1	93	96	95	107	32	2	96	9
CC(Oc1ccc(F)cc1)C(=O)Nc1ccccc1C(=O)NC1CC1 (configuration not stated)	94	98	118	95	-1	6	105	-6
Cc1ccc(N/C(=C\C(=O)c2ccccc2)C(=O)O)cc1	98	114	115	107	2	-3	109	-1
N#C/C(=C\c1cn(-c2ccccc2)nc1-c1cccnc1)c1nnc2n1CCCCC2	100	89	101	99	-2	5	100	-5
CC(C(=O)Nc1sc2c(c1C(=O)NCc1ccco1)CCCC2)N1C(=O)c2ccccc2C1=O (configuration not stated)	99	106	100	103	1	5	99	2
CS/C(=N\N(C)C(N)=O)c1ccccc1	98	96	94	91	-1	6	89	-2
COc1ccc(OCC(=O)NNC(=O)C2CCCO2)cc1 (configuration not stated)	98	99	101	106	-2	13	92	-2
Cc1ccc2c(c1)C(c1ccc(F)cc1)N(C(=O)c1ccc(S(=O)(=O)N(C)C)cc1)CC(=O)N2 (configuration not stated)	100	97	102	101	4	1	100	7
O=C(O)CCCNC(=O)/C=C/c1ccco1	104	105	110	104	-2	4	111	-2
COc1ccc(-c2cc(C(=O)N(C)Cc3ccc(OC)c(OC)c3OC)c3ccccc3n2)cc1OC	106	99	106	102	16	10	106	8
Cn1c(N)c(C(=O)CCl)c(=O)n(C)c1=O	100	94	94	97	0	12	109	11
C=CCNC(=O)O/N=C/c1csc([N+](=O)[O-])c1	103	104	110	107	-2	-3	110	-2

Single records, as listed above.
Entry for `O=C1C(=O)N(CCS(=O)(=O)c2ccccc2)c2ccc(F)cc21` : RPL19A-GFP yeast = 103; CIT2 TOR yeast = 109; AGP1 TOR yeast = 110; MEP2-GFP yeast = 103; AHR act = -2; procasp7 counter = -18; LAP4-GFP MLPCN = 95; proCasp3 act = 4
Entry for `CCC1C=C(c2ccccc2)C=CN=C1N(CC)CC` (configuration not stated) : RPL19A-GFP yeast = 112; CIT2 TOR yeast = 104; AGP1 TOR yeast = 107; MEP2-GFP yeast = 109; AHR act = 2; procasp7 counter = -1; LAP4-GFP MLPCN = 97; proCasp3 act = 0

New compounds follow
SMILES	RPL19A-GFP yeast	CIT2 TOR yeast	AGP1 TOR yeast	MEP2-GFP yeast	AHR act	procasp7 counter	LAP4-GFP MLPCN	proCasp3 act
O=C1CC(SC(=NCc2ccc3c(c2)OCO3)Nc2ccccc2)C(=O)N1 (configuration not stated)	99	104	103	101	3	6	99	8
Cc1cc(C(=O)CSc2cccc[n+]2[O-])c(C)n1-c1ccc(Br)cc1	94	79	91	94	18	-1	93	2
Cc1onc(-c2ccccc2)c1NC(=O)N(CCC#N)Cc1cccs1	102	105	114	106	-2	-2	114	1
NC(=O)c1cc([N+](=O)[O-])ccc1NCc1cccc([N+](=O)[O-])c1	104	102	107	105	-3	-10	107	-12
O=[N+]([O-])c1cc(S(=O)(=O)c2ccc(N3CCCCC3)c([N+](=O)[O-])c2)ccc1N1CCCCC1	107	104	104	149	-2	10	112	1
Cc1c(Cc2ccccc2)c(=O)oc2c(C)c(OCC(=O)N[C@@H](Cc3ccccc3)C(=O)O)ccc12	98	96	102	94	0	4	108	-6
CCc1nnc2n1N=C(c1ccc(Cl)cc1)CS2	29*[may fluoresce violet]	u	u	744*[may fluoresce violet]	1	-9	74[may fluoresce violet]	-1
COCC(=O)N(C)C[C@H]1N[C@@](Cc2ccccc2)(C(=O)OC)[C@H]2C(=O)N(C)C(=O)[C@@H]12	81	100	78	76	1	-6	77	5
Cc1nc2ccccc2cc1C(=O)NCc1ccco1	101	100	106	102	17	-8	98	-3
COc1ccc(Cl)cc1S(=O)(=O)NC(C)C(=O)NCc1cccnc1 (configuration not stated)	103	98	97	102	0	2	91	-10
COC(=O)c1ccc(NC(=S)NN2CCCCC2c2cccnc2)cc1 (configuration not stated)	94	100	98	94	1	1	99	-18
COc1ccc(C2CC(c3ccccc3OC(C)=O)=NN2C(C)=O)cc1 (configuration not stated)	99	107	109	95	3	6	107	0
Cc1ccc(C(=O)CSc2nnc(-c3cccs3)n2C)o1	103	97	110	93	0	6	99	0
Cc1ccc(S(=O)(=O)N2CCCCC2)cc1NC(=O)Nc1ccc(Cl)cc1Cl	102	103	102	102	8	-5	95	1
CCOc1ccc(S(=O)(=O)N2CCCCC2)cc1NC(=O)CCc1ccc(OC)cc1	108	108	108	106	1	-4	109	9
COc1ccc(-c2csc(N3C(=O)C4C5c6ccccc6C(c6ccccc65)C4C3=O)n2)cc1 (configuration not stated)	104	99	100	104	-1	9	95	2
CCCN(CCC)CCCNC(=O)CN1C(=O)CSc2ccc(S(=O)(=O)N3CCOCC3)cc21	102	100	94	105	2	2	99	3
CCOC(=O)CC1(NC(=O)C2CCC(=O)N(Cc3ccccc3OC)C2)CCCCC1 (configuration not stated)	109	114	90	97	x	x	67	x
CCOC(=O)N1CCN(Cc2nc3c(c(=O)[nH]c(=O)n3C)n2CCCc2ccccc2)CC1	94	103	94	103	1	0	95	13
O=C(NC1CC(=O)N(c2ccc(Cl)cc2)C1)N1CCN(C(=O)c2ccco2)CC1 (configuration not stated)	96	103	102	100	-1	5	100	-5
CCCNC(=O)C(Cc1ccccc1F)NC(=O)c1ccccn1 (configuration not stated)	96	103	103	93	1	-5	105	11
Cc1c(C(=O)Nc2cccnc2Cl)oc2ccccc12	98	100	92	120	38	2	95	4
COc1ccc(C2CC(=O)c3cnc(NC(=O)c4cc(OC)cc(OC)c4)nc3C2)cc1 (configuration not stated)	94	87	90	96	1	-4	95	-8
O=C(NNC(=O)C1CCN(Cc2ccccc2)CC1)c1cccc(Cl)c1	110	103	113	110	-4	3	106	3
CCN(CC(=O)NCc1ccc(Cl)cc1)C(=O)CCc1ccccc1	104	93	96	97	1	-2	93	-7
CCOC(=O)c1c(NC(=O)C2C3C=CC(CC3)C2C(=O)O)sc(C)c1C (configuration not stated)	107	107	106	115	3	1	101	-7
O=C(COC(=O)c1cccc2ccccc12)Nc1cccnc1Cl	104	94	117	94	4	3	102	0
Cc1c2ccccc2nc2c(F)c(NC(C)C)c(F)c(F)c12	94	85	92	90	21	-1	92	0
O=C(Cc1ccc(Cl)cc1)Nc1cccc2ncccc12	96	100	98	97	1	-8	119	-8
CC(C)(O)C#Cc1ccc(CN2CCC(CO)(CCc3ccccc3)CC2)cc1	97	98	96	99	-1	0	88	-2
CN(C)c1ccc(C(=O)n2nnc3ccccc32)cc1	96	101	97	109	-1	-4	104	0
CNc1cc(N2CCN(S(=O)(=O)N(C)C)CC2)ccc1[N+](=O)[O-]	104	117	101	105	8	-17	99	-21
CCCc1cc(=O)[nH]c(SCc2ccccc2Cl)n1	98	102	101	97	9	7	103	2
COc1cccc(NC(=O)Cn2c(=O)n(CCC(=O)NCc3ccco3)c(=O)c3ccccc32)c1	99	102	103	99	-1	0	104	-2
COc1ccc(C2=NO[C@@](CC(=O)O)(C(=O)Nc3ccc4c(c3)OCCO4)C2)cc1	102	104	93	107	2	-1	92	-1

Only RPL19A-GFP yeast and proCasp3 act (2 entries from above):
Molecule	RPL19A-GFP yeast	proCasp3 act
CCCNC(=O)C(Cc1ccccc1F)NC(=O)c1ccccn1 (configuration not stated)	96	11
Cc1c(C(=O)Nc2cccnc2Cl)oc2ccccc12	98	4
